NSD2 inh = inhibitors of human NSD2 methyltransferase; O96028; NSD2-SET H3K36me1 DELFIA fluorescence, biochemical; inhibition, % at 12.5 µM; 0.07% of 44,000 active; AID 624260; in the data active = inhibition above about 54%, passing the limit was not always enough; inconclusive = no clear call, values can overlap the other calls;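 note: inhibitors reduce the monomethyl H3K36 fluorescence signal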
* marks the source's active call; other numbers are inactive results; i = inactive; ? = inconclusive.

SMILES	NSD2 inh
C[C@H]1CN([C@@H](C)CO)C(=O)c2cccc(NC(=O)CCCCCC(=O)Nc3ccccc3N)c2O[C@@H]1CN(C)S(C)(=O)=O	2
C#Cc1ccc([C@@H]2C=C(C(=O)N3CCOCC3)O[C@H](OCC)[C@H]2CCCO)cc1	8
C[C@@H]1CCCCO[C@H](CN(C)Cc2ccc(Cl)c(Cl)c2)[C@H](C)CN([C@@H](C)CO)C(=O)c2cc(NC(=O)Nc3ccc4c(c3)OCO4)ccc2O1	0
COCCOC(=O)N1C(=O)[C@@]2(c3cc(C#CCCO)ccc31)[C@H](C(=O)N1CCN(c3ncccn3)CC1)[C@H]1C(=O)O[C@H](c3ccccc3)[C@H](c3ccccc3)N1[C@@H]2c1ccccc1OCCO	-3
O=S(=O)(c1ccccc1)n1ccc(-c2ccc(C#Cc3ccccc3)cc2)n1	-4
COc1ccc(S(=O)(=O)Nc2cccc3c2O[C@H](CN(C)S(=O)(=O)c2cccs2)[C@@H](C)CN([C@@H](C)CO)C3=O)cc1	13
COCC(=O)N(C)C[C@H]1Oc2ncc(C#CC(C)(C)O)cc2C(=O)N([C@@H](C)CO)C[C@@H]1C	1
CC(C)NC(=O)N(C)C[C@H]1Oc2ccc(NC(=O)Nc3ccccc3)cc2CC(=O)N([C@H](C)CO)C[C@@H]1C	1
C[C@@H]1CN([C@@H](C)CO)C(=O)c2cc(NS(=O)(=O)c3ccc(F)cc3)ccc2O[C@H]1CN(C)S(=O)(=O)c1ccccc1	1
COc1ccc(NC(=O)N(C)C[C@H]2OCCCC[C@@H](C)Oc3ccc(NC(=O)NC(C)C)cc3C(=O)N([C@@H](C)CO)C[C@H]2C)cc1	i
COc1ccc(NC(=O)Nc2ccc3c(c2)C(=O)N([C@H](C)CO)C[C@H](C)[C@H](CN(C)C(=O)CCC(F)(F)F)OCCCC[C@@H](C)O3)cc1	6
C[C@@H]1CN([C@@H](C)CO)C(=O)Cc2cc(NC(=O)Nc3ccccc3)ccc2O[C@H]1CN(C)Cc1ccc2c(c1)OCO2	3
O=C(/C=C/c1ccccc1)CC(O)CCc1ccccc1 (stereo not drawn)	3
CNC[C@@H]1Oc2ccc(NC(=O)Nc3ccc(C(F)(F)F)cc3)cc2C(=O)N([C@H](C)CO)C[C@@H]1C	-1
C[C@@H]1CCCCO[C@H](CN(C)S(=O)(=O)c2ccccc2)[C@@H](C)CN([C@@H](C)CO)C(=O)c2cc(NS(C)(=O)=O)ccc2O1	-2
Cc1ccc(S(=O)(=O)N(C)C[C@H]2Oc3ccc(NS(=O)(=O)c4cccs4)cc3CC(=O)N([C@@H](C)CO)C[C@@H]2C)cc1	-7
C[C@H](CO)N1C[C@H](C)[C@@H](CN(C)C(=O)Nc2ccccc2F)OCc2cnnn2CCCC1=O	-2
C[C@H]1CN([C@@H](C)CO)C(=O)Cc2cc(NC(=O)Cn3cnnn3)ccc2O[C@H]1CN(C)Cc1ccc2c(c1)OCO2	5
Cc1noc(C)c1NC(=O)N(C)C[C@H]1Oc2ccc(NC(=O)Cn3cnnn3)cc2C(=O)N([C@H](C)CO)C[C@H]1C	-2
C[C@@H]1CCCCO[C@H](CN(C)S(=O)(=O)c2cccs2)[C@@H](C)CN([C@H](C)CO)C(=O)c2cc(NC(=O)c3ccncc3)ccc2O1	0
C[C@@H]1CCCCO[C@@H](CN(C)S(=O)(=O)c2ccccc2)[C@@H](C)CN([C@@H](C)CO)C(=O)c2cc(NC(=O)C3CCCCC3)ccc2O1	3
C/C=C/c1cnc2c(c1)C(=O)N([C@H](C)CO)C[C@H](C)[C@H](CN(C)C(=O)C1CCOCC1)O2	-1
C[C@H](CO)N1C[C@H](C)[C@H](CN(C)S(C)(=O)=O)Oc2ccc(NS(=O)(=O)c3cn(C)cn3)cc2C1=O	-2
COc1ccc(NC(=O)N(C)C[C@@H]2Oc3c(NC(=O)CCCCCC(=O)Nc4ccccc4N)cccc3C(=O)N([C@@H](C)CO)C[C@H]2C)cc1	-1
CCCCCC[C@H](O)[C@@H]1C[C@@H](O)C2=C(O1)[C@@H](O)CCC2=O	9
C[C@@H]1CN([C@@H](C)CO)C(=O)c2cc(NC(=O)CCC(F)(F)F)ccc2O[C@@H]1CN(C)C(=O)NC1CCCCC1	-7
Cc1ccc(S(=O)(=O)Nc2cccc3c2O[C@@H](CN(C)Cc2ccc(-c4ccccc4)cc2)[C@H](C)CN([C@@H](C)CO)C3=O)cc1	i
C[C@H](CO)N1C[C@H](C)[C@H](CN(C)Cc2ccc(-c3ccccc3)cc2)Oc2ccc(NC(=O)CCCCCC(=O)Nc3ccccc3N)cc2CC1=O	-2
CNC[C@@H]1Oc2ccc(NC(=O)Nc3ccc(C(F)(F)F)cc3)cc2C(=O)N([C@H](C)CO)C[C@H]1C	-6
C[C@H]1CN([C@@H](C)CO)C(=O)c2cc(-c3ccncc3)cnc2O[C@@H]1CN(C)C(=O)c1cccc(F)c1	0
COc1ccccc1C#Cc1ccc2c(c1)O[C@@H](CN(C)Cc1cccnc1)[C@H](C)CN([C@H](C)CO)S2(=O)=O	12
COc1ccc(S(=O)(=O)Nc2cccc3c2O[C@@H](CN(C)S(=O)(=O)c2ccc(Cl)cc2)[C@@H](C)CN([C@H](C)CO)C3=O)cc1	?
C[C@H]1CN([C@@H](C)CO)C(=O)c2cc(NS(=O)(=O)c3cccs3)ccc2O[C@@H]1CN(C)C	0
C[C@H](CO)N1C[C@H](C)[C@@H](CN(C)C(=O)CN(C)C)Oc2cc(C#CCN(C)C)ccc2S1(=O)=O	7
CCCC#Cc1cnc2c(c1)C(=O)N([C@H](C)CO)C[C@H](C)[C@@H](CN(C)C(=O)c1cccc(F)c1)O2	-2
COC(=O)Nc1nc2ccc(Sc3ccccc3)cc2[nH]1	-1
C[C@@H]1CN([C@@H](C)CO)C(=O)c2cc(NS(=O)(=O)c3ccccc3)ccc2O[C@@H](C)CCCCO[C@@H]1CN(C)C(=O)c1ccccc1	3
CC(C)NC(=O)N(C)C[C@H]1Oc2c(NC(=O)Nc3ccccc3)cccc2C(=O)N([C@@H](C)CO)C[C@@H]1C	3
C[C@H]1CN([C@@H](C)CO)C(=O)Cc2cc(NS(=O)(=O)c3cccs3)ccc2O[C@@H]1CN(C)S(C)(=O)=O	-2
CC(C)CC#Cc1cnc2c(c1)C(=O)N([C@@H](C)CO)C[C@H](C)[C@@H](CN(C)C(=O)c1ccccc1F)O2	0

The last 5 entries of the section before lead into the next:
SMILES	NSD2 inh
COC(=O)Nc1nc2ccc(Sc3ccccc3)cc2[nH]1	-1
C[C@@H]1CN([C@@H](C)CO)C(=O)c2cc(NS(=O)(=O)c3ccccc3)ccc2O[C@@H](C)CCCCO[C@@H]1CN(C)C(=O)c1ccccc1	3
CC(C)NC(=O)N(C)C[C@H]1Oc2c(NC(=O)Nc3ccccc3)cccc2C(=O)N([C@@H](C)CO)C[C@@H]1C	3
C[C@H]1CN([C@@H](C)CO)C(=O)Cc2cc(NS(=O)(=O)c3cccs3)ccc2O[C@@H]1CN(C)S(C)(=O)=O	-2
CC(C)CC#Cc1cnc2c(c1)C(=O)N([C@@H](C)CO)C[C@H](C)[C@@H](CN(C)C(=O)c1ccccc1F)O2	0
CN(C)CC(=O)N[C@@H]1C=C[C@@H](CC(=O)NCc2ccccc2F)O[C@@H]1CO	5
COc1cccc(S(=O)(=O)Nc2ccc3c(c2)[C@@H]2C[C@@H](CC(=O)NCC(F)(F)F)O[C@@H](CO)[C@@H]2O3)c1	7
CCC(=O)N(C)C[C@@H]1Oc2cc(C#Cc3cccnc3)ccc2S(=O)(=O)N([C@H](C)CO)C[C@H]1C	-2
C[C@@H]1CN([C@@H](C)CO)C(=O)c2cc(C#Cc3ccc(F)cc3)cnc2O[C@@H]1CN(C)Cc1ccccn1	6
Cc1ccc(S(=O)(=O)Nc2ccc3c(c2)C(=O)N([C@@H](C)CO)C[C@@H](C)[C@H](CN(C)C(=O)Cc2ccccc2)OCCCC[C@H](C)O3)cc1	34
CC(C)C#Cc1ccc2c(c1)O[C@@H](CN(C)C(=O)c1ccncc1)[C@H](C)CN([C@@H](C)CO)S2(=O)=O	-2
C/C=C/c1ccc2c(c1)O[C@@H](CN(C)C(=O)Nc1ccccc1)[C@H](C)CN([C@@H](C)CO)S2(=O)=O	7
C=C(C)[C@@H]1CC=C(/C=N/NC(=O)CCCCCC(=O)O)CC1	4
COc1ccccc1-c1ccc2c(c1)O[C@H](CN(C)C(C)=O)[C@@H](C)CN([C@@H](C)CO)S2(=O)=O	0
Cc1ccccc1-c1ccc2c(c1)O[C@H](CN(C)Cc1ccc(C(=O)O)cc1)[C@@H](C)CN([C@@H](C)CO)S2(=O)=O	-4
CC(C)CC#Cc1ccc2c(c1)O[C@@H](CN(C)C(=O)Cc1ccccn1)[C@@H](C)CN([C@@H](C)CO)S2(=O)=O	-4
C[C@@H]1CN([C@H](C)CO)C(=O)c2cc(C#Cc3ccccc3)cnc2O[C@H]1CN(C)Cc1ccccn1	6
CCCC#Cc1ccc2c(c1)O[C@@H](CN(C)CCC)[C@H](C)CN([C@@H](C)CO)S2(=O)=O	0
COC(=O)N(C)C[C@@H]1OCc2ccccc2-c2ccccc2C(=O)N([C@H](C)CO)C[C@@H]1C	7
CC(C)=CCC[C@H](C)C/C=N/NC(=O)CCCCCCC(=O)O	-1
C[C@@H]1CN([C@H](C)CO)C(=O)c2cc(NS(C)(=O)=O)ccc2O[C@@H](C)CCCCO[C@@H]1CN(C)C(=O)CCC(F)(F)F	-5
COc1ccc(S(=O)(=O)N(C)C[C@@H]2Oc3c(NC(=O)Nc4ccc(C(F)(F)F)cc4)cccc3C(=O)N([C@@H](C)CO)C[C@@H]2C)cc1	-6
CCO[C@@H]1OC(C(=O)N2CCN(Cc3ccc4c(c3)OCO4)CC2)=C[C@H](C2CCCCC2)[C@H]1CCCO	-2
C[C@@H]1CN([C@@H](C)CO)C(=O)Cc2cc(NC(=O)C3CCCCC3)ccc2O[C@H]1CN(C)Cc1ccc(C(=O)O)cc1	2
C[C@H](CO)N1C[C@H](C)[C@H](CN(C)C(=O)NC2CCCCC2)Oc2ccc(NS(=O)(=O)c3ccccc3)cc2C1=O	2

Rewritten field by field: entries from further up.
C[C@H]1CN([C@@H](C)CO)C(=O)c2cc(NS(=O)(=O)c3cccs3)ccc2O[C@@H]1CN(C)C
  NSD2 inh: 0

C[C@H](CO)N1C[C@H](C)[C@@H](CN(C)C(=O)CN(C)C)Oc2cc(C#CCN(C)C)ccc2S1(=O)=O
  NSD2 inh: 7

CCCC#Cc1cnc2c(c1)C(=O)N([C@H](C)CO)C[C@H](C)[C@@H](CN(C)C(=O)c1cccc(F)c1)O2
  NSD2 inh: -2

COC(=O)Nc1nc2ccc(Sc3ccccc3)cc2[nH]1
  NSD2 inh: -1

New compounds follow
SMILES	NSD2 inh
Cc1ccccc1-c1cnc2c(c1)C(=O)N([C@@H](C)CO)C[C@H](C)[C@@H](CN(C)C(=O)CN(C)C)O2	29
C/C=C/c1ccc2c(c1)O[C@H](CN(C)Cc1ccc(C(=O)O)cc1)[C@H](C)CN([C@H](C)CO)S2(=O)=O	15
CCC(=O)N(C)C[C@@H]1Oc2cc(C#CC3(O)CCCC3)ccc2S(=O)(=O)N([C@@H](C)CO)C[C@@H]1C	0
COc1cccc(NC(=O)N(C)C[C@H]2OCc3ccccc3-c3c(n(C)c4ccccc34)C(=O)N([C@@H](C)CO)C[C@H]2C)c1	3
C[C@@H]1CCCCO[C@@H](CN(C)S(=O)(=O)c2cn(C)cn2)[C@@H](C)CN([C@H](C)CO)C(=O)c2cc(NC(=O)c3ccccc3)ccc2O1	-1
C[C@@H]1CN([C@@H](C)CO)C(=O)c2cc(NC(=O)Nc3ccc4c(c3)OCO4)ccc2O[C@@H](C)CCCCO[C@H]1CN(C)C	?
C[C@H](CO)N1C[C@H](C)[C@@H](CN(C)Cc2ccncc2)Oc2ccc(NC(=O)Cc3cn(C)c4ccccc34)cc2CC1=O	4
C[C@@H]1CN([C@@H](C)CO)C(=O)c2cccc(NC(=O)C3CCOCC3)c2O[C@@H]1CN(C)C	-3
C[C@H]1[C@H]2OC3=C(C(=O)OC3(C)O)C(=O)[C@]1(C)[C@H]1CCCC[C@]1(O)[C@H]2O (stereo partly drawn)	0
C[C@@H]1CCCCO[C@@H](CN(C)C(=O)C2CCCCC2)[C@@H](C)CN([C@H](C)CO)C(=O)c2cc(N(C)C)ccc2O1	25
C[C@H]1CN([C@@H](C)CO)C(=O)c2cc(NC(=O)CCN3CCOCC3)ccc2O[C@H]1CN(C)C(=O)Nc1ccccc1	15
C[C@@H]1CN([C@@H](C)CO)C(=O)c2cccc(NS(=O)(=O)c3ccc(Cl)cc3)c2O[C@H]1CN(C)C(=O)Nc1ccc(C(F)(F)F)cc1	-5
COCCNC(=O)C[C@@H]1C[C@H]2c3cc(NC(=O)NC4CCCC4)ccc3O[C@H]2[C@H](CO)O1	0
COCC(=O)N(C)C[C@H]1Oc2cc(C#Cc3ccccc3)ccc2S(=O)(=O)N([C@H](C)CO)C[C@H]1C	0
CC(C)CC#Cc1cnc2c(c1)C(=O)N([C@H](C)CO)C[C@@H](C)[C@@H](CN(C)Cc1ccccn1)O2	-3
CCCN(C)C[C@@H]1Oc2ncc(C#CC3CC3)cc2C(=O)N([C@H](C)CO)C[C@@H]1C	0
COCC(=O)N(C)C[C@@H]1Oc2ncc(C#Cc3ccccc3)cc2C(=O)N([C@@H](C)CO)C[C@@H]1C	0
C[C@@H]1CN([C@H](C)CO)C(=O)c2cccc(NC(=O)CCCCCC(=O)Nc3ccccc3N)c2O[C@@H]1CN(C)Cc1ccc(-c2ccccc2)cc1	2

Source: PubChem (Broad Institute)

This is a subset. The share of hits here may be higher or lower than overall.
